# TDP43 rescue = rescues yeast growth from TDP-43 toxicity; TDP-43 expressing yeast growth rescue, BacTiter-Glo, 24 h; Potency, µM (series often up to 46.1 µM), inactives show top-dose growth rescue (activation), most hits filed as activators; actives 1.8% (n = 410,000); AID 652104; further: % of control where 0% means no effect; nearly all actives have a fitted effect of over 50% in size
#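 Luminescence from BacTiter-Glo reports growth of TDP-43-expressing yeast after 24 hr at 30 deg C with compound. Cells were raffinose-pregrown to mid-log, then seeded in galactose medium at OD600=0.02.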
# EPAC1 agonist = EPAC1 (human) agonism; O95398; EPAC1 agonist qHTS, biochemical assay; response scale: 100% = response to 6.5 mM cAMP; Potency, µM (series often up to 154 µM), for the others: top-dose activation, hits mostly activators; actives 0.073% (n = 360,000); AID 720707; further: nearly all actives have a fitted effect of over 60% in size
#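 Multi-concentration qHTS readout: loss of Rap1B-bound BODIPY-GDP fluorescence driven by 100 nM EPAC1 with excess GDP (50 uM), monitored kinetically at room temperature; agonist response expressed relative to 6.5 mM cAMP.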
# aSyn yeast inh = alpha-synuclein toxicity inhibition in yeast. AID 652106. Potency, µM (doses to about 46.1 µM), for inactives: at the highest dose growth rescue (activation), most hits filed as activators. actives 0.14% (n = 370,000). Yeast expressing alpha-synuclein, growth rescue, BacTiter-Glo, 24 h; further: % of control where 0% means no effect; nearly all actives have a fitted effect of over 65% in size
#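 Screening used galactose-induced yeast with toxic alpha-synuclein levels, exposed to compound for 24 hr at 30 deg C. Cell growth, read with BacTiter-Glo luminescence, gave the measured signal.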
# EPAC2 agonist = activates human EPAC2 exchange factor | Q8WZA2 | EPAC2 activation, biochemical qHTS; response scale: 100% = 6.5 mM cAMP response | actives 0.079% (n = 360,000) | AID 720711 | Potency, µM (series often up to 154 µM), inactives show at the top dose activation, most hits filed as activators; further: nearly all actives have a fitted effect of over 50% in size
#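 Compounds were added across a concentration range to EPAC2 (100 nM), RAP1B-BODIPY-GDP (250 nM) and GDP (50 uM). After 5 min at room temperature, fluorescence was recorded at 5-min intervals for 30 min.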
# EPAC2 antag = antagonists of human EPAC2; Potency, µM (highest dose often 114 µM), inactives show top-dose activity, negative = inhibition, actives largely listed as inhibitors; Q8WZA2; actives 0.18% (n = 360,000); EPAC2 GEF exchange of Rap1B-BODIPY-GDP, fluorescence; further: on the % scale 0 is the no-effect control and ±100 the full control effect; nearly all actives have a fitted effect of over 45% in size; many of its hits are not listed in these tables
# PTHR1 ag = PTHR1 (human) receptor agonism; Q03431; HEK293 GP2 PTHR1 cells, GloSensor cAMP luminescence, 1 h; AID 743266; actives 0.075% (n = 410,000); Potency, µM (titrated, usually from 115 µM), inactives show at the top dose activation, hits mostly activators; further: nearly all actives have a fitted effect of over 55% in size; some results filed as inactive show a strong effect at the top dose; inactives centre near -15; many of its hits are not listed in these tables
# Target sequence (Q03431 whole entry, looked up): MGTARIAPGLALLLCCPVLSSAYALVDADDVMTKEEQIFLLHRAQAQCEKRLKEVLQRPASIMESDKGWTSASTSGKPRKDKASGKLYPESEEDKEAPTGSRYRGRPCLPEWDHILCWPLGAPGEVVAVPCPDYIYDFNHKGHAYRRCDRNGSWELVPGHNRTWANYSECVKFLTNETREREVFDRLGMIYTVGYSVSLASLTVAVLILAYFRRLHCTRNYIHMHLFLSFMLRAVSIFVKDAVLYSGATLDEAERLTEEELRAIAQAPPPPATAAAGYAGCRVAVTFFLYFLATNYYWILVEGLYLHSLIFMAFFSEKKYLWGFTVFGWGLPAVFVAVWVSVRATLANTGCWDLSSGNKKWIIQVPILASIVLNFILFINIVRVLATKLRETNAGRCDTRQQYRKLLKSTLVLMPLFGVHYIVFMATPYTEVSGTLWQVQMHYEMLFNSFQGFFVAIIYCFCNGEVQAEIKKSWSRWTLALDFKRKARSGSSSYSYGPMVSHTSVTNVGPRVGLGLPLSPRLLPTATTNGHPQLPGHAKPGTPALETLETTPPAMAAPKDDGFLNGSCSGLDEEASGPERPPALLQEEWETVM
#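 HEK-293-derived GP2 cells expressing PTHR1 and a GloSensor cAMP reporter, 3,000/well, plated overnight, given luciferin plus IBMX (each 0.5 mM as added) for 1 h at 37 °C, then compound for 1 h at 37 °C. Luminescence was read after 15 min at room temperature.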
# EPAC1 antag = EPAC1 (human) antagonism | O95398 | EPAC1 GEF assay, Rap1b-BODIPY-GDP exchange fluorescence | Potency, µM (highest dose often 115 µM), for the others: at the highest dose activity change, negative = inhibition, actives largely listed as inhibitors | actives 0.14% (n = 360,000) | AID 720709;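 further: plate controls were vehicle for no effect and positive control for full effect; nearly all actives have a fitted effect of over 50% in size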
# FUS yeast rescue = rescues growth of FUS-expressing yeast; S. cerevisiae FUS-expressing, growth rescue, OD600, 24 h; Potency, µM (top dose mostly 76.6 µM), without a hit: at the top dose growth rescue (activation), usual class: activators; actives 0.24% (n = 390,000);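 further: plate controls were DMSO vehicle for no effect and reference control for full effect; nearly all actives have a fitted effect of over 55% in size; some results filed as inactive show a strong effect at the top dose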
#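 Galactose (2%) drives FUS expression in yeast precultured in raffinose; seeding density OD 0.005. Test compounds incubated 24hr at 30C and 99% humidity before absorbance at 600 nm was measured.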
# Active calls of the source: *; i = inactive; ? = inconclusive; . = no result given; & = joins results of further samples; [ ] = remark or other dose. The call rests on the fitted dose curve; in most records, active means well fitted curve in the direction sought with a large enough effect; inconclusive means small, poorly fitted or top-dose-only effect, or another doubt; inactive means no such curve, though single readings can be large; an effect the other way counts as inactive or inconclusive. Potency means the concentration at half of the fitted maximal effect. Not all compounds are listed. The share of hits here may be higher or lower than overall.
item	canonical_smiles	EPAC2 antag	PTHR1 ag	EPAC1 antag	EPAC2 agonist	EPAC1 agonist	FUS yeast rescue	aSyn yeast inh	TDP43 rescue
1	C/C(=N/NC(=O)c1cccnc1)C1=C(O)CC(C)(C)CC1=O	-12.0%	-11.1%	-3.0%	4.8%	7.5%	4.2%	-7.9%	-13.5%
2	Cc1ccc(CSc2nnc(SCC(=O)N/N=C/c3ccccc3OCC(=O)O)s2)cc1	-12.0%	i	-2.0%	-3.9%	-3.7%	-18.7%	2.8%	10.0%
3	CCOC(=O)c1c2ccc(OCC(=O)NN)cc2n2ccccc12	0.8%	?	-8.1%	1.9%	0.2%	6.8%	0.0%	0.0%
4	COc1cccc(/C=C/C(=O)c2ccc[nH]2)c1	5.3%	-37.0%[inhibitor]	-7.7%	16.4%	-7.7%	4.8%	-8.2%	?
5	CCCC(c1nnnn1Cc1cccs1)N1CCN(C2CCCC2)CC1 (stereo not drawn)	6.5%	i	-1.7%	7.8%	7.1%	7.1%	0.9%	7.3%
6	O=C1CN(C(=O)COC(=O)c2cc(S(=O)(=O)N3CCOCC3)ccc2Cl)c2ccccc2N1	0.0%	i	-8.9%	7.1%	7.3%	-1.9%	-0.2%	-20.0%
7	Cc1cc(C)c2c(CN(Cc3ccccc3)Cc3ccccc3)cc(=O)oc2c1	5.6%	-41.1%[inhibitor]	-1.0%	6.9%	17.9%	15.0%	1.9%	14.1%
8	CC(C)COc1ccc(C(=O)OCC(=O)NCc2cccs2)cc1	-1.4%	17.8%	-3.7%	-1.1%	-2.1%	7.4%	14.0%	7.7%
9	COCc1ccc(C(=O)OC(C)C(=O)Nc2c(C)n(C)n(-c3ccccc3)c2=O)cc1 (stereo not drawn)	-0.1%	i	-5.9%	7.3%	12.8%	-14.4%	0.3%	-0.4%
10	CCCCCCCCCCCCN1C(=O)CSC1c1cccnc1 (stereo not drawn)	-21.2%	-34.4%[inhibitor]	-10.6%	-18.9%	-1.2%	-18.3%	-27.3%	20µM*
11	O=C(Nc1nnc2n1CCS2)c1ccco1	0.7%	i	-25.6%	1.6%	-6.5%	22.4%	-9.3%	-13.0%
12	CN1CCSc2ccc(C(=O)NCc3ccccc3F)cc21	-3.3%	-16.4%	1.9%	20.7%	2.4%	20.2%&6.0%	16.0%	-25.6%&-5.0%

# Three of the entries above in order of the PTHR1 ag value, rising.
no. | SMILES | PTHR1 ag
12 | CN1CCSc2ccc(C(=O)NCc3ccccc3F)cc21 | -16.4%
1 | C/C(=N/NC(=O)c1cccnc1)C1=C(O)CC(C)(C)CC1=O | -11.1%
8 | CC(C)COc1ccc(C(=O)OCC(=O)NCc2cccs2)cc1 | 17.8%

# For reference, part of the list above.
item	canonical_smiles	EPAC2 antag	PTHR1 ag	EPAC1 antag	EPAC2 agonist	EPAC1 agonist	FUS yeast rescue	aSyn yeast inh	TDP43 rescue
2	Cc1ccc(CSc2nnc(SCC(=O)N/N=C/c3ccccc3OCC(=O)O)s2)cc1	-12.0%	i	-2.0%	-3.9%	-3.7%	-18.7%	2.8%	10.0%
3	CCOC(=O)c1c2ccc(OCC(=O)NN)cc2n2ccccc12	0.8%	?	-8.1%	1.9%	0.2%	6.8%	0.0%	0.0%

# Further compounds follow:
item	canonical_smiles	EPAC2 antag	PTHR1 ag	EPAC1 antag	EPAC2 agonist	EPAC1 agonist	FUS yeast rescue	aSyn yeast inh	TDP43 rescue
13	CN(C(=O)COC(=O)CNC(=O)C1CCCCC1)c1ccccc1	4.5%	-22.3%	7.2%	10.4%	4.0%	-11.9%	-1.0%	15.8%
14	COc1cc2c(C(=O)N3CCN(c4cccc(Cl)c4)CC3)cn(CC(C)C)c(=O)c2cc1OC	1.6%	i	0.9%	1.0%	8.5%	?	-4.2%	23.5%
15	Cc1cc(OCC(=O)OCC(=O)Nc2cc(C(F)(F)F)ccc2N2CCOCC2)ccc1Cl	-3.7%	-5.8%	4.9%	-0.4%	0.2%	-14.2%	-6.8%	2.9%
16	CN(CC(=O)Nc1cccc(F)c1)CC(=O)Nc1cccc(S(=O)(=O)N(C)c2ccccc2)c1	-2.7%	-24.6%	-14.6%	4.2%	-9.5%	26.7%	-9.8%	-9.6%
17	CN(C)Cc1c(O)ccc2occ(C(=O)c3ccccc3)c12	9.8%	-15.4%[57.5 µM]	2.0%	5.2%	-1.4%	20.4%	1.2%	-18.3%
18	CCCc1c(C(=O)N/N=C(/C)c2ccncc2)nnn1-c1nonc1N	6.4%	i	-5.7%	12.6%	5.6%	11.8%	-12.2%	1.0%
19	Cc1cc(C)c(C#N)c(N2CCSCC2)n1	0.9%	-5.9%[57.5 µM]	-2.2%	5.5%	1.4%	1.0%	-0.3%	7.1%
20	CCCS(=O)(=O)N1CCC(C(=O)NCc2ccc(F)cc2)CC1	5.7%	i	-14.9%	8.7%	-6.1%	.	-12.2%	-10.7%
21	CCn1c(-c2c(Cl)c(C)nn2C)n[nH]c1=S	0.2%	-16.0%	1.8%	-2.7%	5.2%	.	0.9%	?
22	CC1CCN(S(=O)(=O)c2ccc(C(=O)NC3CCS(=O)(=O)C3)cc2)CC1 (stereo not drawn)	0.4%	i	-4.7%	0.1%	5.5%	-5.5%	-1.8%	-11.7%
23	CCN(CC)c1ccc(C(=O)OCC(=O)NC(C)(C)C)cc1	-4.7%	-14.8%	6.6%	-5.0%	-0.7%	18.5%	11.7%	0.7%
24	O=[N+]([O-])c1ccc(OCc2cccc(COc3ccc([N+](=O)[O-])cc3)n2)cc1	15.5%	-11.1%	-1.2%	1.0%	4.9%	.	-1.5%	9.2%

# Copied from the list.
# FUS yeast rescue, `Cc1cc(OCC(=O)OCC(=O)Nc2cc(C(F)(F)F)ccc2N2CCOCC2)ccc1Cl` : -14.2%
# EPAC1 antag, `CCCS(=O)(=O)N1CCC(C(=O)NCc2ccc(F)cc2)CC1` : -14.9%
# EPAC2 agonist, `COc1cc2c(C(=O)N3CCN(c4cccc(Cl)c4)CC3)cn(CC(C)C)c(=O)c2cc1OC` : 1.0%
# PTHR1 ag, `Cc1cc(C)c(C#N)c(N2CCSCC2)n1` : -5.9%[57.5 µM]
# EPAC1 antag, `CC1CCN(S(=O)(=O)c2ccc(C(=O)NC3CCS(=O)(=O)C3)cc2)CC1` (stereo not drawn) : -4.7%

# New compounds follow:
item	canonical_smiles	EPAC2 antag	PTHR1 ag	EPAC1 antag	EPAC2 agonist	EPAC1 agonist	FUS yeast rescue	aSyn yeast inh	TDP43 rescue
25	Cc1nn(C)c(C)c1NC(=O)COc1ccc(Cl)cc1	8.5%	-0.1%	-20.5%	2.8%	-10.6%	-7.8%	-11.9%	-15.0%
26	COc1cc(/C=N/NC(=O)Nc2ccccc2)ccc1OC(C)=O	11.0%	i	8.4%	-3.4%	-4.1%	-2.3%	-19.2%	-0.5%
27	COc1cc2sc3ccc(C#CC4(O)CCCCC4)cc3c(=O)c2cc1OC	9.4%	-46.6%[inhibitor]	-11.8%	2.6%	-11.0%	18.7%	1.0%	-1.9%
28	COc1ccc(CN2CCC(Cc3ccccc3)CC2)c(C)c1C	3.8%	i	-5.7%	7.6%	-5.1%	-2.3%	-0.5%	-10.2%
29	Cc1ccc(/C([O-])=C(/C(=S)NCc2ccc3c(c2)OCO3)[n+]2ccc(N(C)C)cc2)c(C)c1	-16.0%	i	-8.2%	8.1%	-7.2%	?	0.5%	-20.6%
30	COc1cc(NC(=O)CCCOc2ccc(Cl)cc2Cl)c(C(=O)O)cc1OC	-8.7%	i	5.0%	3.8%	2.6%	-19.5%	1.1%	12.0%
31	CCS(=O)(=O)N1CCN(Cc2nc3ccccc3c(=O)[nH]2)CC1	-2.5%	i	2.0%	0.0%	-1.1%	16.3%	4.1%	-0.6%
32	CCc1ccc(OCc2nnc(-c3ccccc3Br)o2)cc1	-5.7%	i	-4.5%	1.4%	13.5%	.	-2.3%	-1.6%
33	Cc1ccc(CNC(=O)CN2C(=O)CSc3ccc(S(=O)(=O)N4CCC(C)CC4)cc32)cc1	-7.6%	i	?	-9.4%	-10.6%	43.3%	11.9%	3.8%
34	O=C(COc1ccc(Cl)cc1)NNC(=O)c1ccccn1	1.5%	-23.8%	1.4%	3.9%	2.5%	-4.2%	?	14.1µM*
35	COc1ccccc1-c1coc2c(CN3CCCCC3C)c(O)ccc2c1=O (stereo not drawn)	3.9%	-39.1%[inhibitor]	-3.1%	3.5%	7.1%	4.9%	3.3%	14.6%
36	Cn1c(CC(=O)NNC(=O)c2ccc(F)cc2Cl)nc2ccccc21	9.1%	0.1%	-3.5%	6.6%	-7.1%	8.4%	-6.3%	-0.8%
37	N#Cc1nc(-c2cccs2)oc1NCc1ccco1	-1.6%	-50.8%[inhibitor]	4.4%	-23.2%	-5.3%	7.7%	-21.8%	18.2%
38	Cc1cc(C(=O)Cn2nnc(-c3ccc(Cl)cc3)n2)c(C)n1-c1ccccc1	8.1%	-10.0%	-9.8%	10.4%	5.8%	24.7%	-11.6%	9.0%
39	COC(=O)CN(c1cc(Cl)ccc1OC)S(=O)(=O)c1ccc(C)cc1	?	i	-15.5%	13.5%	15.6%	10.6%	4.4%	0.2%
40	COc1ccccc1C(=O)NCC(=O)OCC(=O)Nc1nnc(-c2ccccc2)o1	9.3%	?	-5.3%	6.5%	6.7%	-27.2%	-1.3%	19.2%
41	COc1ccc(/C=C2\NC(=S)N(CC3CCCO3)C2=O)c(OC)c1 (stereo not drawn)	-3.1%	-16.3%[57.5 µM]	-5.5%	14.9%	18.4%	12.3%	3.5%	?
42	CC(C)(C)N(Cc1ccccc1)C(=O)CSc1nnc(CNc2ccc(F)cc2)o1	-6.5%	i	-9.5%	-0.3%	9.1%	37.8%	2.2%	-2.2%
43	CCOC(=O)CSc1ccc(-c2nc3cc(C)c(C)cc3[nH]2)cn1	10.3%	-96.2%[inhibitor]	-1.2%	8.4%	-0.6%	36.3%	0.1%	25.0%
44	COc1cc(C(F)(F)F)nc(-c2ccccn2)n1	1.5%	-2.9%	-13.2%	3.2%	-11.3%	-11.4%	-1.1%	-0.2%
45	CCOC(=O)C1(Cc2cccc(OC)c2)CCN(CCO)CC1	0.6%	i	-15.1%	4.9%	0.2%	-12.0%	-0.3%	-7.0%
46	COc1ccc2c(c1)C(=O)N(c1ccc(C)cc1C)C(=O)C2	-3.5%	i	-0.6%	2.2%	-3.9%	16.8%	-4.6%	21.1%
47	O=[N+]([O-])c1cccc(/C=N/Nc2ncc(Br)cn2)c1	6.5%	i	-17.2%	-1.1%	-0.2%	19.0%	-11.3%	-0.3%
48	N#Cc1cc(-c2ccccc2)nnc1Sc1ccc(Cl)cc1	-3.8%	i	-9.1%	0.1%	-4.2%	-14.8%	1.0%	?
49	O=[N+]([O-])c1ccc(C2=NCCO2)cc1	4.0%	-19.5%	-10.9%	-7.7%	7.3%	-5.9%	0.6%	11.6%
